# From PubChem
# GRP78 ERSR act = qHTS for Inducers of the Endoplasmic Reticulum Stress Response (ERSR) in Human Glioma: qHTS. Potency, µM, without a hit: at the highest dose activation, actives largely listed as activators. U87-MG GRP78 promoter luciferase reporter, 16 h. actives 0.02% (n = 420,000); further: potency means the concentration at half of the fitted maximal effect; series mostly up to about 76 µM; % of control where 0% means no effect; nearly all actives have a fitted effect of over 35% in size
#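 ERSR induction read as luciferase luminescence (Bright-Glo, 10 min at room temperature) in stably transfected human U87-MG glioma cells exposed to compounds for 16 h, using GRP78 as sensor.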
# Vif-A3G inh = qHTS for Inhibitors of Vif-A3G Interactions: qHTS | AID 602310, 2012 | DNA dC->dU-editing enzyme APOBEC-3G (Homo sapiens), Q9HC16 | HeLa A3G-eYFP + Vif (tagged APOBEC3G with the HIV-1 protein that degrades it), YFP fluorescence, overnight | Potency, µM (highest dose often 46.1 µM), without a hit: at the highest dose activity, negative = active, actives largely listed as inhibitors | actives 0.076% (n = 410,000);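 further: potency means the concentration at half of the fitted maximal effect; on the % scale 0 is the no-effect control and ±100 the full control effect; nearly all actives have a fitted effect of over 60% in size; hits raise eYFP signal because A3G escapes Vif-driven loss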
#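 Read-out is eYFP fluorescence (Ex 488/Em 500-530) from Vif-expressing HeLa A3G-eYFP cells; more signal means A3G escaped Vif-mediated degradation. Cells plated overnight, compound pinned in, incubated overnight at 37 deg C.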
# ERG-DNA inh = qHTS for Small Molecule Inhibitors of the ERG Ets/DNA interaction; actives 0.028% (n = 370,000); fluorescence polarization, His-ERG Ets domain / labelled DNA; Transcriptional regulator ERG (Homo sapiens), P11308; Potency, µM (highest dose often 76.9 µM), without a hit: at the highest dose FP activity, negative = inhibition, most hits filed as inhibitors; active means well fitted inhibition curve with a large enough effect in the polarisation, with a control signal flat; inconclusive means small, poorly fitted or top-dose-only effect, or effect the other way, or a change in a side signal; inactive means no such curve, though single readings can be large or run the other way; the % refers to the polarisation;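 further: polarization taken with two DNA probes labelled with fluorescein and Texas red; potency means the concentration at half of the fitted maximal effect; % of control where 0% means no effect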
#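 His-tagged ERG Ets domain (1 uM in the protein solution; 300mM KCl, 50mM Tris-HCl, 1mM EDTA, 1mM DTT, pH 7.5) received compound, then a probe mix of 5 nM fluorescein-DNA and 100nM Texas-615-DNA. Fluorescence polarization was read for both dyes.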
# Vif-A3F inh = qHTS for Inhibitors of Vif-A3F Interactions: qHTS; HeLa A3F-eYFP + Vif (tagged APOBEC3F with the HIV-1 protein that degrades it), YFP fluorescence increase; Potency, µM (series often up to 46.1 µM), for inactives: at the highest dose activity, negative = active; actives 0.2% (n = 390,000); further: potency means the concentration at half of the fitted maximal effect; % of control where 0% means no effect; nearly all actives have a fitted effect of over 65% in size
#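 Fluorescence increase (Ex 488/Em 500-530) after overnight compound treatment at 37 deg C flags inhibition of Vif-driven A3F-eYFP loss in stable HeLa A3F-eYFP/Vif cells seeded overnight beforehand.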
# RGS4 inh = Inhibitors of Regulator of G Protein Signaling (RGS) 4: qHTS; Transcreener GDP fluorescence polarization, RGS4-accelerated GTP hydrolysis; AID 504845, 2011; Potency, µM (highest dose often 114 µM), for the others: at the highest dose activity change, negative = inhibition, actives largely listed as inhibitors; actives 0.039% (n = 390,000); Regulator of G-protein signaling 4 (Homo sapiens), P49798; further: potency means the concentration at half of the fitted maximal effect; on the % scale 0 is the no-effect control and ±100 the full control effect; nearly all actives have a fitted effect of over 75% in size; some results filed as inactive show a strong effect at the top dose
# Target sequence (P49798 whole entry, looked up): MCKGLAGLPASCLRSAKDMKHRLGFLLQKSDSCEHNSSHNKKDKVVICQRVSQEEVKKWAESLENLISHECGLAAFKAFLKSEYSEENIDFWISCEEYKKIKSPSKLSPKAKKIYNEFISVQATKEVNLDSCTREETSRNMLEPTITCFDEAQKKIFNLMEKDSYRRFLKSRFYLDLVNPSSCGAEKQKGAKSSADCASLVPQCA
#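 MLSMR compounds (23 nl, pin-transferred) preincubated 10 min at room temperature with a 500nM (2x) first reagent, then RGS4 at 900nM (2x) plus Transcreener GDP mix added; fluorescence polarization (620/688 nm) read before and after 90 min at 30 °C.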
# 12-LOX inh = Primary qHTS assay for inhibitors of human arachidonate 12S-lipoxygenase (ALOX12): Round 2; Polyunsaturated fatty acid lipoxygenase ALOX12 (Homo sapiens), P18054; purified 12hLO, xylenol orange hydroperoxide absorbance; Potency, µM (series often up to 108 µM), for inactives: at the top dose activity change, negative = inhibition, most hits filed as inhibitors; actives 1.1% (n = 580,000); AID 1671190, 2021; further: potency means the concentration at half of the fitted maximal effect; on the % scale 0 is the no-effect control and ±100 the full control effect
# Target sequence (P18054 whole entry, looked up): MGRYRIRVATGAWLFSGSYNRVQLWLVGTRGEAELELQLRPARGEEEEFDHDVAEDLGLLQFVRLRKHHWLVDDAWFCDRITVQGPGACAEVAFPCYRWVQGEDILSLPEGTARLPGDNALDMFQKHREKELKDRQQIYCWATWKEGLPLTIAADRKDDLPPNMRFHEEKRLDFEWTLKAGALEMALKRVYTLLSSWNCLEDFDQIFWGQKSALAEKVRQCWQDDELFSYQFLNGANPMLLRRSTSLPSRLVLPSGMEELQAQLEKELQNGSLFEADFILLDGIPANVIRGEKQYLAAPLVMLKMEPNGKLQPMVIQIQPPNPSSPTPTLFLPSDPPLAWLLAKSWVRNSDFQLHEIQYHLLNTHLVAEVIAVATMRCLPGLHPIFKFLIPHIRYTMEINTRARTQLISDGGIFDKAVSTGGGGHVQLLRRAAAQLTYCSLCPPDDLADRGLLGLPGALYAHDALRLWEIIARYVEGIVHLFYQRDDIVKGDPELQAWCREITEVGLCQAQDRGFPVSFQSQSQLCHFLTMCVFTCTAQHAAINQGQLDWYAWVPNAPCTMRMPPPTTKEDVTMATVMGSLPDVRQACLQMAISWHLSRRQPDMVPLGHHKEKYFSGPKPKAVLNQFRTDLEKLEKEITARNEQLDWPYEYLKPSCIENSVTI
#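 Purified human 12hLO at 150 nM in 25 mM Hepes, 0.01% Triton X-100, pH 7.0, preincubated 15 min at room temperature with compound. Reaction started with 40 uM arachidonic acid, 30 min at room temperature. Hydroperoxide measured by Fe-xylenol orange, 573/405 nm absorbance ratio.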
# LDHA block = qHTS assay for inhibitors of human lactate dehydrogenase; L-lactate dehydrogenase A chain (Homo sapiens), P00338; purified LDHA, NADH/diaphorase-resazurin fluorescence; stronger effect = lower value; activity change, % (values are at about 110 or 230 µM); actives 0.15% (n = 480,000); AID 1347041, 2019; in the data active means activity change below about -30%; inconclusive means mostly about -25% to -30%;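 further: plate controls were DMSO wells for no effect and wells without enzyme for full effect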
#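 Resorufin fluorescence (ex540/em590), read at 0 and 20 min after diaphorase/resazurin addition, reports the NADH left after a 5 min room-temperature reaction of 2 nM human LDH5 with 0.06 mM NADH and 0.2 mM pyruvate.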
# D2 agonist = HTS Assay for Allosteric Agonists of the Human D2 Dopamine Receptor: Primary Screen for Agonists | D(2) dopamine receptor (Homo sapiens), P14416 | AID 485358, 2010 | HEK293 T-REx D2 cells, calcium flux agonist mode | actives 0.53% (n = 340,000) | activation, % at 2 µM;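 active means activation over 3 SD above normal in the single-dose calcium agonist read, cut at about 30% in these data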; further: 0% is about no effect
#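 In this primary screen, compounds producing a positive calcium signal within 180 s of addition to tetracycline-induced, force-coupled HEK293 Trex D2 cells are flagged; cells are dye-loaded with a no-wash calcium kit beforehand.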
# D2 antagonist = HTS Assay for Allosteric Antagonists of the Human D2 Dopamine Receptor: Primary Screen for Antagonists; D(2) dopamine receptor (Homo sapiens), P14416; HEK293 TREx D2 cells, calcium flux, dopamine EC80; inhibition, % at 10 µM; actives 2% (n = 340,000); AID 485344, 2010; in the data active means inhibition above about 30%; further: 0% is about no effect
#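 Inhibition of EC80 dopamine-driven calcium flux, recorded kinetically, defines activity here; cells are a tetracycline-induced HEK293 T-REx line expressing force-coupled D2.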
# The depositor's hits bear a star; ? = inconclusive; nt = not tested or not shown; ! = not active in a repeat; [ ] = dose if it differs, or a comment. Unless noted, the call rests on the fitted dose curve; in most records, active means well fitted curve in the direction sought with a large enough effect; inconclusive means small, poorly fitted or top-dose-only effect, or another doubt; inactive means no such curve, though single readings can be large; an effect the other way counts as inactive or inconclusive.
SMILES,GRP78 ERSR act,Vif-A3G inh,ERG-DNA inh,Vif-A3F inh,RGS4 inh,12-LOX inh,LDHA block,D2 agonist,D2 antagonist
CC1CCC2(CC1)NC(=O)N(CC(=O)NCc1ccc(Cl)cc1)C2=O (configuration not stated),-2%,-2%,-9%,9%,-3%,-17%,-3,nt,nt
Cc1ccccc1Cn1nc(C)c(NC(=O)c2cc(-c3cccs3)on2)c1C,0%,3%,-2%,-7%,-14%,nt,-21,-0.1,9
CNC(C)C(=O)NC(C(=O)N1CCCC1C(=O)Nc1ccc2[nH]ccc2c1)C(C)C (configuration not stated),0%,-2%,nt,nt,nt,5%,-1,nt,nt
Cc1ccc(Nc2nnc(SCC(=O)Nc3cccnc3Cl)s2)cc1C,0%,3%,12%,-7%,-19%,13%,0,-0.7,-1
COc1ccccc1Nc1nc(-c2cccc(N3C(=O)c4ccccc4C3=O)c2)cs1,-4%,0%,-5%,1%,-16%,-14%,-3,-0.7,-3
Cc1ccc(-n2nc3c(=O)n(C(C)C(=O)O)nc(C)c3c2C)cc1 (configuration not stated),nt,nt,1%,nt,13%,-16%,-9,-0.1,nt
O=C(CSc1ncccn1)N(Cc1cccnc1)C(CCc1ccccc1)c1nc2ccccc2[nH]1 (configuration not stated),1%,-3%,nt,nt,nt,17%,-5,nt,nt
CCc1ccccc1NC(=O)c1noc(C(C)C)c1[N+](=O)[O-],-2%,-9%,-13%,-2%,8%,-18%,-1,nt,nt
CC(=O)Nc1ccc(C(=O)N2CCCC(c3cc(C(=O)Nc4ccccc4Cl)no3)C2)cc1 (configuration not stated),-1%,0%,nt,nt,nt,19%,1,nt,nt
C[C@H](CO)N1C[C@H](C)[C@@H](CN(C)S(=O)(=O)c2ccc(F)cc2)Oc2ccc(NC(=O)Nc3ccc(C(F)(F)F)cc3)cc2C1=O,-3%,-3%,-2%,-1%,-7%,?,6,nt,nt
O=C(CCn1nc(-c2ccc(Cl)cc2)c2ccccc2c1=O)Nc1ccc(OC(F)(F)F)cc1,nt,nt,2%,nt,11%,-19%,-1,0.2,nt
Nc1c2c(nc3sc4c(c13)CCCC4)CCCCCC2,-8%,5%,-12%,-6%,3%,-2%,-2,-0.4,-14
COc1ccc(C2CC(c3ccccc3)=NN2C(=O)CSc2nccc(=O)[nH]2)cc1 (configuration not stated),4%,-7%,-1%,?,-24%,-3%,2,0.4,-12
COc1ccc(OC)c(CNC(=O)C2CCCN(S(=O)(=O)N3CCC(C)CC3)C2)c1 (configuration not stated),-5%,-1%,-2%,1%,-2%,-2%,0,-0.5,26
O=C(Cc1c(O)c2ccccc2[nH]c1=O)NCc1ccccc1,-1%,-8%,0%,5%,-18%,nt,-1,-0.3,-6
Clc1ccc(-c2nnsc2SCc2ccccc2)cc1,3%,-3%,6%,4%,-37%,-2%,1,-0.4,-3
Cn1ncc(Br)c1C(=O)Nc1c(F)c(F)cc(F)c1F,2%,-16%,-1%,-4%,-35%,-11%,-1,-0.4,-11
COC(=O)C(CCC(=O)CN1C(=O)c2ccccc2C1=O)N1C(=O)c2ccccc2C1=O (configuration not stated),-4%,2%,nt,-1%,nt,-18%,-3,nt,nt
O=C(N/N=C/C=C/c1ccccc1)c1cccc(Br)c1,3%,0%,3%,-4%,0%,4%[57.4 µM],-5,0.8,6
CC1(C)CC(=O)C(C=NCC2CCN(C(=O)Cc3ccccc3)CC2)=C(O)C1,-1%,-3%,-8%,?,-11%,480%[activator],4,-0.4,8
NC(c1ccc(F)c(F)c1)c1nc(-c2cncnc2)cs1 (configuration not stated),-2%,-2%,nt,nt,nt,-4%,-5,nt,nt
O=C(COc1ccc(Cl)cc1Cl)N/N=C/c1ccccn1,0%,0%,1%,-7%,0%,0%,0,-1.1,-12
CCOC(=O)N1CCN(C(=S)NC(=O)/C=C/c2ccc(C)cc2)CC1,-1%,0%,-2%,?,-2%,-18%,-9,0.6,4
CCCOc1ccc(C(=O)Nc2sc3c(c2C(=O)OCC)CCCCC3)cc1,-2%,-3%,-3%,3%,-3%,0%,-4,nt,nt
Cc1ccccc1C(=O)NC1CCN(CC(=O)NC2CCCCC2)CC1,-1%,-3%,7%,-7%,3%,-11%,-3,-2.9,18
Cc1ccc(C2CC(C(F)(F)F)n3ncc(C(=O)NCc4ccco4)c3N2)cc1 (configuration not stated),-1%,1%,-1%,-4%,-8%,?,-5,-0.3,37*
O=C(NCCCO)C(=O)NCc1ccccn1,0%,3%,-1%,6%,-1%,10%,-3,-0.3,11
C/C(=N\Nc1ccc(Cl)nn1)c1ccccc1O,2%,-12%,-6%,?,7%,20%,-1,nt,nt
CCc1ccc(Oc2nc3c(C)cccn3c(=O)c2/C=C(\C#N)c2nc3ccccc3[nH]2)cc1,2%,-1%,0%,-29%,-11%,-20%,13,0.2,nt
O=C(NCCNC(=O)c1ccccc1Br)c1ccccc1Br,1%,3%,7%,2%,14%,12%,-4,0.2,-3
O=C(COC(=O)c1cc([N+](=O)[O-])ccc1N1CCOCC1)c1ccccc1,-3%,-3%,-2%,-6%,-16%,?,0,-0.5,13
C[C@@H]1CN(C(=O)c2nc3ccc(Cl)cn3c2CN2CCc3sccc3C2)C[C@H](C)O1,-4%,-3%,-1%,0%,-25%,13%,1,-1.9,-8
O=C(OCC(=O)C12CC3CC(CC(C3)C1)C2)c1ccccn1,3%,-6%,-4%,1%,34%,?,-7,0.4,2
CC(CCc1ccc(O)cc1)NCCc1ccc(O)c(O)c1 (configuration not stated),?,-1%,-1%,-5%,-8%[56.9 µM],1.4µM*!,-5,nt,nt
O=C(COc1ccc(Cl)cc1)N(Cc1ccco1)c1ccccn1,2%,-2%,2%,5%,7%,0%,-3,-0.8,nt
CC(C)CCNC(=O)c1ccc(OC2CCN(S(=O)(=O)N(C)C)CC2)cc1,6%,-2%,-11%,12%,-16%,23%,-11,0.8,12
COc1ccccc1-n1nc(-c2ccccc2)c2cnc3c(F)cc(F)cc3c21,0%,0%,?,-8%,14%,-2%,1,0.7,nt
COc1ccc(N(CC(=O)NCCC2=CCCCC2)S(=O)(=O)c2ccccc2)cc1OC,-2%,1%,-15%,-1%,12%,-29%,-7,-0.9,2
CC1CN(C(=O)COC(=O)c2ccc(C#N)cc2)CC(C)O1 (configuration not stated),-2%,-1%,5%,1%,11%,12%,-9,1.0,3
Cc1cnc(NC(=O)C2CCCO2)s1 (configuration not stated),3%,1%,-7%,-3%,-21%,-5%,-1,1.7,15
CCOC(=O)N1CCN(C(=O)c2cn(CC)c3ccc(S(=O)(=O)N4CC(C)CC(C)C4)cc3c2=O)CC1 (configuration not stated),-4%,-6%,-11%,3%,1%,0%,-17,-0.4,5
COc1cc(NC(=S)N2CCN(CCO)CC2)cc(OC)c1,-1%,-1%,-16%,-21%,-40%,16%,1,-0.2,9
Cc1ccc(-n2c(C)cc(=O)cc2C)c(C)c1,1%,1%,-11%,-2%,-8%,7%,-9,1.1,-12
Cc1ccc(S(=O)(=O)Nc2ccc(OCC(=O)N3CCOCC3)cc2)c(C)c1NS(C)(=O)=O,0%,5%,-8%,-13%,-13%,15%,-1,0.3,8
CCOc1ccc(C2c3[nH]c4ccccc4c3C[C@H]3C(=O)N(C4CC4)CC(=O)N23)cc1OC (some centres not stated),-9%,-5%,-15%,-1%,-20%,0%,-2,1.1,2
CCOc1ccc(NC(=O)CCN2CCN(S(=O)(=O)c3ccc(Cl)cc3)CC2)cc1,-3%,1%,nt,-5%,-8%,-3%,-14,2.0,11
O=C(NCC(=O)N(CCN1CCOCC1)C(C(=O)NC1CCCC1)c1ccccc1)c1cccs1 (configuration not stated),-4%,-4%,-6%,?,18%,11%,-15,0.7,-5
CCOC(=O)c1ccc(NC(=O)C2(c3ccccc3)CCOCC2)cc1,-2%,-7%,-2%,3%,-13%,149%[activator],-3,2.5,12
O=C(Oc1ccc[nH]c1=O)c1cccc(Cl)c1,-2%,2%,7%,-4%,27%,?,9,-0.8,8
CCOc1ccc(NC(=O)Nc2ccc(Cc3ccncc3)cc2)cc1,-5%,-8%,12%,-8%,-7%,-7%,-2,-0.5,-8
O=S(=O)(c1ccc(F)c(F)c1F)N1CCN(C(=S)Nc2ccccc2)CC1,-3%,-2%,-4%,-4%,25%,0%,-11,1.0,2
O=C1c2cccc([N+](=O)[O-])c2C(=O)N1C1CCCCC1,-5%,5%,0%,10%,3%,7%,1,0.9,2
CCOCC(=O)Nc1cccc(Br)c1,9%,-7%,-3%,2%,3%,-8%,-1,-1.4,9
COc1cc(OC)cc(C(=O)NNC(=O)NC2CCCCC2)c1,-5%,-2%,8%,9%,-4%,445%[activator],-2,0.3,-8

# A portion of the library; rates above refer to the full screens.
